# L929 necroptosis = blocks zVAD induced death of L929 cells; 220,000 compounds, 0.38% hits; L929 zVAD necroptosis rescue, ATP luminescence, 24 h; with zVAD 60 µM; AID 1377; viability rescue, % at 10 µM;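 active = activation, scaled between plate controls, above about 75%, limit read from the data; inactive = activation under that limit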;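 note: 0% = zVAD with DMSO and 100% = DMSO alone without zVAD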
# Runt-SMMHC FRET = Runt domain-CBFb-SMMHC interaction inhibition | Q01196+Q13951 | Cerulean-Runt/Venus-CBFb-SMMHC FRET ratio 530/480, 1 h | AID 1434 | 220,000 compounds, 0.74% hits | inhibition, % at 20 µM;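 active = mean inhibition across duplicate retests at 20 µM reaching about 50%, limit read from the data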;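 note: 0% = DMSO wells and 100% = wells with excess untagged CBFb-SMMHC; inhibitors lower the FRET ratio by blocking Runt binding to CBFb-SMMHC; some results filed as inactive read as strong as hits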
# Runt-CBFb FRET = inhibitors of human RUNX1 Runt domain binding to CBFb. Q01196+Q13951. Cerulean-Runt/Venus-CBFb FRET ratio 530/480, 1 h. inhibition, % at 20 µM. 220,000 compounds, 0.46% hits. AID 1496;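 active = inhibition over about 50% at 20 µM in the single-dose screen, limit read from the data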;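 note: 0% = DMSO wells and 100% = excess unlabeled CBFb competitor control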
#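 Buffer or medium: Tris pH 7.5 buffer with BSA. Assay system: Cerulean-labeled Runt domain protein. Amount: each fluorescent fusion protein 100 nM. Read-out basis: loss of energy transfer signal. Incubation: 1 h compound exposure, room temperature. Probe or stimulus: Venus-CBFb binding partner, 100 nM. Detection: FRET, excitation 422 nm, emission at 530 and 480 nm.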
# EP2 mod = modulators of human EP2 prostaglandin E2 receptor; P43116; EP2-expressing cells, cAMP HTRF FRET, PGE2 co-stimulation; induction, % at 25 µM; 260,000 compounds, 0.83% hits;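 active = compounds whose cAMP rise, as percent of the full-agonist control response, exceeds 60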;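 note: rat C6 glioma line stably carrying human EP2 under a CMV promoter; the protocol text gives 20 µM as final concentration; 100% = response of wells given 1 µM PGE2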
# Target sequence (P43116 whole entry, looked up): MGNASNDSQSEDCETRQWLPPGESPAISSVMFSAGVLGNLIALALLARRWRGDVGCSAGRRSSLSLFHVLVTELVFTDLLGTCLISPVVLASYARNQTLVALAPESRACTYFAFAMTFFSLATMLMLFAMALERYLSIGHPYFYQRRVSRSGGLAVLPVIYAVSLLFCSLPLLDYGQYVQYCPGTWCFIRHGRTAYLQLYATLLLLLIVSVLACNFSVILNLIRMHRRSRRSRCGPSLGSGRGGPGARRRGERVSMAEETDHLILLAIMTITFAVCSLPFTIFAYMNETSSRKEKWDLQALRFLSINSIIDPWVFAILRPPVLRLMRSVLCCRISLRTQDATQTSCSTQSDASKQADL
# TNF necrop inh = TNF-alpha cell death inhibition in Jurkat FADD-/- cells; 220,000 compounds, 0.068% hits; activation (protection from cell death), % at 10 µM; Jurkat FADD-/- TNF necroptosis rescue, ATP luminescence, 24 h; 0 = TNF only, 100 = no-TNF cells;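 active = activation, meaning protection from cell death, of at least 50% relative to plate controls; inactive = activation below 50%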;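 note: necroptosis triggered by 40 ng/mL TNF-alpha added together with compound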
# EP2 antag = blocks the human prostaglandin E2 receptor EP2 | C6 glioma cells expressing human EP2, cAMP TR-FRET; cells stimulated with saturating PGE2 | inhibition, % at 25 µM | 260,000 compounds, 0.52% hits | AID 1422;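 active = percent inhibition above 40 after rounding to a whole number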;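 note: rat C6 glioma host cells with rolipram phosphodiesterase inhibitor present; the protocol text gives 20 µM as final concentration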
# Hck Nef HTS = human Hck-Nef kinase inhibition | P08631 | Recombinant Hck-YEEI plus Nef, Z-Lyte FRET kinase assay | inhibition, % at 20 µM | 220,000 compounds, 0.68% hits | AID 463187;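 active = Hck-Nef kinase inhibition above about 50%, limit read from the data; inactive = inhibition below that limit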;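 note: 0% = DMSO with Hck plus Nef and 100% = Hck alone without Nef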
# Target sequence (P08631 whole entry, looked up): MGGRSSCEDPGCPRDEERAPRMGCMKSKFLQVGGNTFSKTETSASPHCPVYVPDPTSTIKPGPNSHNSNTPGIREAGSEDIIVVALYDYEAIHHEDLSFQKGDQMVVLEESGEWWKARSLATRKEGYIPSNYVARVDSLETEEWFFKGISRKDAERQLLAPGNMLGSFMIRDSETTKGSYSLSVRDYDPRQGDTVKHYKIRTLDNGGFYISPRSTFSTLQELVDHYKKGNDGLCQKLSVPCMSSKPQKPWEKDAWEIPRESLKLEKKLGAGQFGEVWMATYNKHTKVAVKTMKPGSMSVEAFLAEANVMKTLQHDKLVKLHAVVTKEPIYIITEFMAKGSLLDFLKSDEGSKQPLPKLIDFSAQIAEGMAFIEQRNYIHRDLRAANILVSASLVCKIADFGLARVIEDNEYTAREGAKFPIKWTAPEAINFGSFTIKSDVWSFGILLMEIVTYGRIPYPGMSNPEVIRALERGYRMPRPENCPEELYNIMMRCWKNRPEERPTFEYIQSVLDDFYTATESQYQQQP
# RBBP9 inh = human RBBP9 hydrolase inhibition; inhibition, % at 7.94 µM; 220,000 compounds, 0.2% hits; AID 1515; O75884; recombinant RBBP9, FP-Rh probe fluorescence polarization;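 active = inhibition above the campaign mean of all tested compounds plus 3 SD, cut at about 14% in these data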;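 note: plate controls were DMSO wells with RBBP9 for no effect and wells lacking RBBP9 protein for full effect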
# Target sequence (O75884 whole entry, looked up): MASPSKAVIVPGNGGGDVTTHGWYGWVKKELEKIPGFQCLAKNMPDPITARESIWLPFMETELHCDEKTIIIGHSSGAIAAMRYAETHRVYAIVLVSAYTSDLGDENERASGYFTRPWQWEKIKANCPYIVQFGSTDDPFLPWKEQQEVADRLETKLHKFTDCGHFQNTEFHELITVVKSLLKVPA
#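 Test system: recombinant human RBBP9. Quantity: 2.5 µM RBBP9 dispensing solution, before mixing. Detection: FP readout at 525/598 nm. Reagent: Serine-hydrolase probe FP-Rh, 375 nM pre-mixing. Measure: % inhibition. Control set: DMSO-treated enzyme wells and wells lacking RBBP9. Buffer or medium: Tris-NaCl-Pluronic buffer, pH 8.0. Times: preincubation 30 min plus labeling 45 min at 25 °C.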
# PERK inh = blocks human PERK kinase. CHO PERK-DD fusion, SEAP luminescence translation reporter. inhibition, % at 5.6 µM. 220,000 compounds, 0.17% hits;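 active = inhibition above the mean inhibition of all tested compounds plus 3 SD, set separately per screening campaign, cut at about 2.9% in these data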;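 note: PERK kinase domain activated by AP20187 dimerizer at 100 nM; 0% = DMSO with dimerizer and 100% = rapamycin at 8.4 µM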
# The depositor's hits bear a star; nt = no result given; & = joins results of further samples.
SMILES,L929 necroptosis,Runt-SMMHC FRET,Runt-CBFb FRET,EP2 mod,TNF necrop inh,EP2 antag,Hck Nef HTS,RBBP9 inh,PERK inh
CCOC(=O)CSc1nnc(-c2ccc(S(=O)(=O)N3CCOCC3)cc2)n1-c1ccccc1,-0.3,2,0,18,1.1,5,-1,-5,-0.3
Cc1ccc(NC(=O)CNCC(c2ccccc2)N(C)C)cc1F (stereo not drawn),-1.0,-1,3,25,7.7,9,23,4,2.3
CCOC(=O)c1[nH]c2ccc(OCC)cc2c1NC(=O)CN1CCCC(C)C1 (stereo not drawn),2.3,-1,-2,9,0.9,13,7,-5,-1.1
O=C(CSc1nnnn1C1CCCC1)NCc1ccc2c(c1)OCO2,0.1,2,1,1,-0.5,8,2,-1,0.2
CCN(CC1COc2ccccc2O1)C(=S)NC1CC2CCC1C2 (stereo not drawn),0.1,3,-1,-28,0.2,12,-1,10,0.6
O=C(NCc1ccccn1)c1cc(-c2ccccc2)on1,0.8,-1,1,-25,-2.9,4,12,10,0.9
COc1cc(NC(=O)CCCC(=O)OCC(F)(F)C(F)F)nc(OC)n1,0.3,3,0,25,-0.1,-1,0,-5,0.6
C=CCCN(Cc1ccccc1)S(=O)(=O)c1ccccc1Br,0.5,-2,0,56,-2.9,20,27,nt,nt
COc1ccc(CSc2nnnn2C)cc1[N+](=O)[O-],0.3,4,-1,-5,3.5,12,1,3,-0.8
O=C(CCC1CCCC1)N1CCN(C2CCCC2)CC1,-1.0,1,1,-2,0.9,13,-2,-6,-0.1
CC(=O)Nc1ccc(NC(=O)C(C)OC(=O)CNS(=O)(=O)c2cccc(Cl)c2)cc1 (stereo not drawn),3.7,4,0,-2,0.4,9,6,2,2.7
Cc1ccc2c(Cl)c(C(=O)N/N=C/c3cccn3C)sc2c1,0.2,-32,-2,-5,-0.5,9,2,-3,0.4
CC(C)(C)c1ccc(OCCNC(=S)Nc2ccccc2)cc1,10,0,-2,2,-1.2,12,18,-6,-0.2
CCCOc1ccc(-c2nc(OCC)c3ccccc3n2)cc1,0.4,-1,-2,7,0.9,6,-2,7,1.2
O=C(NC(Cc1ccc(O)cc1)C(=O)O)c1ccco1 (stereo not drawn),0.3,0,1,7,-0.5,5,14,-4,0.8

# A section taken from the entries so far, for reference:
SMILES,L929 necroptosis,Runt-SMMHC FRET,Runt-CBFb FRET,EP2 mod,TNF necrop inh,EP2 antag,Hck Nef HTS,RBBP9 inh,PERK inh
CC(C)(C)c1ccc(OCCNC(=S)Nc2ccccc2)cc1,10,0,-2,2,-1.2,12,18,-6,-0.2
CCCOc1ccc(-c2nc(OCC)c3ccccc3n2)cc1,0.4,-1,-2,7,0.9,6,-2,7,1.2
O=C(NC(Cc1ccc(O)cc1)C(=O)O)c1ccco1 (stereo not drawn),0.3,0,1,7,-0.5,5,14,-4,0.8

# (cont.)
SMILES,L929 necroptosis,Runt-SMMHC FRET,Runt-CBFb FRET,EP2 mod,TNF necrop inh,EP2 antag,Hck Nef HTS,RBBP9 inh,PERK inh
Cc1ccc(CNC(=O)COC(=O)c2cnccn2)cc1,0.0,2,1,16,-0.3,7,-1,-3,0.5
CCn1c(SCc2nc3ccccc3s2)nnc1-c1cccs1,-0.4,0,1,2,-0.8,10,0,-3,-0.1
O=[N+]([O-])c1ccc(Nc2nc(N/N=C\c3ccc4c(c3)OCO4)nc(N3CCCCC3)n2)cc1,2.2,-3,-2,0,-14,9,-1,5,1.4
Cc1cc(C(C)(C)C)cc(C)c1COC(=O)C1CCC(=O)N1 (stereo not drawn),0.0,1,-6,20,-4.7,15,0,-12,0.8
CCOC(=O)c1[nH]c(C)c(C(=O)N2CCN(c3ccccc3OC)CC2)c1C,0.2,-2,0,-60,0.2,0,4,-8,-0.5
CN(C)S(=O)(=O)c1ccc(C(=O)OCC(=O)Nc2sc3c(c2C#N)CCCCC3)cc1,0.6,3,0,18,0.8,13,-1,-5,0.5
Cc1cc(C)c2c(CC(=O)Nc3nccs3)coc2c1,0.0,1,1,15,0.5,18,4,1,0.6
O=C(CN(C1CCCCC1)S(=O)(=O)c1ccc(F)cc1)NCc1ccncc1,-0.5,-4,1,23,-0.5,7,8,-3,-0.5
N#Cc1cccc(CSc2nnc(CCCO)n2-c2ccccc2)c1,-0.2,1,-3,14,0.4,6,1,-2,0.0
O=C(NC1CCS(=O)(=O)C1)c1cccc(S(=O)(=O)N2CCCCC2)c1 (stereo not drawn),0.8,-3,0,17,-0.4,4,2,4,0.4
O=C(CSc1nnc(-c2ccccc2)n1-c1ccc(Cl)cc1)N/N=C/c1ccccc1C(=O)O,0.7,-5,3,32,7.3,7,6,-1,-0.5
C=CCNC(=S)Nc1ccc(C)cc1[N+](=O)[O-],0.8,-3,4,-22,0.3,2,2,-6,2.1
C=CCn1c(-c2ccccc2)c[nH]c1=S,1.2,11,24,36,-1.0,14,2,0,0.8
COc1ccccc1C(=O)NCC(=O)n1nc(C)cc1C,1.3,2,-1,25,-1.0,18,0,-6,0.0
COc1ccc(CNC(=O)C2CC(c3ccc(OC)cc3)=NO2)cc1 (stereo not drawn),0.7,0,-2,-13,-5.4,2,3,4,2.2
N#Cc1ccc(NC(=O)COC(=O)CCc2nc3ccccc3c(=O)[nH]2)cc1,-0.6,-2,2,-12,-1.1,6,10,-7,-0.6
CCOC(=O)CNC(=O)CNC(=O)c1ccc(OC)cc1,0.1,0,1,6,-1.5,7,2,-5,1.6
Cc1cc(Nc2ccc(N3CCC(C)CC3)cc2)n2ncnc2n1,0.1,5,7,7,-0.2,14,1,-4,0.3
CN(CC(=O)Nc1ccccc1F)CC(=O)Nc1ccc(F)c(F)c1F,6.0,1,-3,-8,0.9,9,-12,-5,0.0
Cc1cc(/C=N/n2c(COc3ccccc3C)nc3ccccc3c2=O)c(O)c([N+](=O)[O-])c1,74,-10,-13,16,-0.2,6,6,-1,0.2
CC(=O)N1CCc2cc(Br)cc(S(=O)(=O)N3CCN(c4ccccn4)CC3)c21,-0.1,2,-5,nt,-0.8,nt,1,5,1.4
N#Cc1nc(-c2cccs2)oc1NCC1CCCO1 (stereo not drawn),-0.2,0,1,-6,-1.8,22,1,-8,0.7
Cc1ccc2[nH]c(=O)c(CN(CCCO)S(=O)(=O)c3cccc4nsnc34)cc2c1,0.0,2,0,15&-26,-6.1,3&15,2,-3,0.0
CCOC(=O)c1[nH]c(C)c(C(=O)O)c1C,0.7,1,-1,22,-2.2,6,6,5,3.3*
Cc1cc(C(=O)NNc2ccc(F)cc2)no1,-1.2,2,0,7,-1.9,14,16,-13,1.2
CCCCC(CCC(=O)O)(C(=O)OCC)c1csc(N)n1 (stereo not drawn),0.2,3,0,4,-3.9,12,2,-11,1.4
CC(C)C[C@H](NC(=O)OC(C)(C)C)C(=O)N1CCC(C(=O)O)CC1,0.2,4,-1,17,-0.9,9,-1,-9,1.2
O=C(NC1CCN(Cc2ccccc2)CC1)c1ccc(Cn2c(=S)[nH]c3ccc(N4CCOCC4)cc3c2=O)cc1,2.2,-16,nt,-26,-2.0,10,-16,2,0.2
CCCOC(=O)c1c(NC(=O)CSc2nc(-c3ccco3)cc(C(F)(F)F)n2)sc(C(=O)OC)c1C,0.8,-9,-8,-1,-0.7,8,-1,-8,0.2
COc1ccc(-n2c(Cc3cccn3C)nnc2SCC(=O)Nc2nccs2)cc1,0.6,4,8,23,1.2,1,-1,-2,1.1

# Reprinted from the part before: five entries, then new ones.
SMILES,L929 necroptosis,Runt-SMMHC FRET,Runt-CBFb FRET,EP2 mod,TNF necrop inh,EP2 antag,Hck Nef HTS,RBBP9 inh,PERK inh
CCCCC(CCC(=O)O)(C(=O)OCC)c1csc(N)n1 (stereo not drawn),0.2,3,0,4,-3.9,12,2,-11,1.4
CC(C)C[C@H](NC(=O)OC(C)(C)C)C(=O)N1CCC(C(=O)O)CC1,0.2,4,-1,17,-0.9,9,-1,-9,1.2
O=C(NC1CCN(Cc2ccccc2)CC1)c1ccc(Cn2c(=S)[nH]c3ccc(N4CCOCC4)cc3c2=O)cc1,2.2,-16,nt,-26,-2.0,10,-16,2,0.2
CCCOC(=O)c1c(NC(=O)CSc2nc(-c3ccco3)cc(C(F)(F)F)n2)sc(C(=O)OC)c1C,0.8,-9,-8,-1,-0.7,8,-1,-8,0.2
COc1ccc(-n2c(Cc3cccn3C)nnc2SCC(=O)Nc2nccs2)cc1,0.6,4,8,23,1.2,1,-1,-2,1.1
CC(NC(=O)C1CCC(=O)N1Cc1ccc(F)cc1)c1ccc2c(c1)OCCO2 (stereo not drawn),1.3,0,3,1,-0.4,10,1,-3,-1.2
COc1ccc(N2CCN(C(=O)c3ccc4ccccc4n3)CC2)cc1,-0.4,-1,0,-21,0.8,2,6,6,-0.1
CC1CC(C)CN(CCC(=O)Nc2cccc(Cl)c2)C1 (stereo not drawn),0.1,-5,0,1,2.8,10,2,4,-1.1
COc1ccc(/C=C2\CCCC3C2=NN(C(=O)c2ccco2)C3c2ccc(OC)c(OC)c2)cc1OC (stereo not drawn),-0.2,-4,-6,26,-11,11,12,-6,-1.1
COc1ccc(CC(=O)OCc2cc(=O)n3cc(Br)ccc3n2)cc1OC,0.8,0,-1,-4,0.6,14,31,-9,0.6
Cc1ccc(O)c(-c2cc(C(=O)Nc3ccc(S(=O)(=O)Nc4nc(C)cc(C)n4)cc3)[nH]n2)c1,0.0,-4,-10,5,-1.2,5,0,-19,0.3
CC(=O)CSc1ncnc2c1cnn2-c1ccccc1,0.3,1,-3,-3,0.9,7,15,-9,0.9
O=C(CC1NC2CCCCC2NC1=O)Nc1cccc(C(F)(F)F)c1 (stereo not drawn),0.3,3,-1,9,-0.6,5,5,-8,0.8
CCC(C)NC(=O)CSc1nnc(-c2cc(-c3cccs3)nc3ccccc23)o1 (stereo not drawn),0.1,8,-6,4,0.4,10,-1,0,0.1
O=C(c1ccc2c(c1)OCCO2)N1CCCC(CNS(=O)(=O)c2cccs2)C1 (stereo not drawn),-2.3,-6,-1,-4,-0.3,2,12,-7,-1.3
Cc1cc(C)c(-c2csc(NC(=O)COC(=O)c3ccc4c(c3)OCO4)n2)c(C)c1,1.4,1,1,25,-3.8,15,-1,-7,-0.5
C/C=C/C=C/C(=O)N1CC2(CC(c3cccc(NC(=O)/C=C/C)c3)=NO2)C[C@@H]1C(N)=O (stereo partly drawn),0.3,6,7,-18,2.1,9,21,nt,nt

# The list is partial (hit frequency here may not be typical).
